14-3-3g Raf: 14-3-3 gamma protein interaction modulation; P61981; FP, 14-3-3gamma / TMR-pS259-Raf peptide binding; inhibition, % at 40 µM; 0.19% of 160,000 active; AID 422; in the data active = inhibition above about 30%;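 also: 0% = protein plus tracer without compound and 100% = blank with tracer alone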
Target sequence (P61981 whole entry, looked up): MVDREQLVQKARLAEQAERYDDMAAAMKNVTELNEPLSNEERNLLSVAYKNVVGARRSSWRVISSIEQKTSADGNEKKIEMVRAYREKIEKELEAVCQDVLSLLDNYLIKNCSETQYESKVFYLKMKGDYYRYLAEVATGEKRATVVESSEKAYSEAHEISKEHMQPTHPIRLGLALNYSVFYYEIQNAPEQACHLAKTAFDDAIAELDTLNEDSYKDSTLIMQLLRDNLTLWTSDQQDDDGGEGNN
* hit, by the source's call; & = joins results of further samples. The list is partial; rates above refer to the full screens.

SMILES | 14-3-3g Raf
Cc1ccc(NC(=O)Cn2c3ccccc3c(=O)c3ccccc32)cc1Cl | -6
O=c1nc2n(c3ccccc13)Cc1ccccc1-2 | -8
CCN(CC)S(=O)(=O)c1ccc(C(=O)Nc2c3c(nn2-c2ccc(F)cc2)CSC3)cc1 | -1
O=C(Nc1ccccc1-c1nc2ccccc2[nH]1)c1ccc(Cl)cc1 | -1
CCCc1ccc(-c2ccc(C(=O)Nc3ccc(C)cc3[N+](=O)[O-])cc2)nc1 | 6
COc1ccc(-n2c(=S)[nH]c3cc(C(=O)Nc4cccc5ccccc45)ccc3c2=O)cc1OC | -19
COC(=O)C1=CN(Cc2ccc(OC)cc2)C=C(C(=O)OC)C1c1ccc(C)c([N+](=O)[O-])c1 | 8
N=c1c(C(=O)NCc2ccc(F)cc2)cc2c(=O)n3ccccc3nc2n1CCCN1CCOCC1 | -24
CCCn1c(SCC#N)nc2c(c1=O)C1(CCCC1)Cc1ccccc1-2 | 2
CCOC(=O)c1cnc2c(C)cccc2c1Nc1ccc2c(c1)OCCO2 | 5
O=C(Nc1nccs1)c1ccc(CSc2nnnn2-c2ccccc2)cc1 | 2
O=c1oc2ccccc2cc1NCc1ccccc1O | -2
O=C(CCNS(=O)(=O)c1cccc2nsnc12)NCC1COc2ccccc2O1 (stereo not drawn) | 2
Cc1cccc(-c2nc(CN3CCCC(C(=O)NC4CCCCC4)C3)c(C)o2)c1 (stereo not drawn) | -2
CSC1=N/C(=C\c2ccc(C)o2)C(=O)S1 | -25
Cc1cc(N2CC(C)CC(C)C2)nc2ccc([N+](=O)[O-])cc12 (stereo not drawn) | -9
Cc1ccc(N2CC(c3nc4ccccc4[nH]3)CC2=O)c(C)c1 (stereo not drawn) | -3
CN1CCN(C2=Nc3cc(Cl)ccc3Nc3ccccc32)CC1 | -3&-5
CCOC(=O)C1=C(c2ccccc2)NC(=S)NC1c1cccc(OC)c1OC (stereo not drawn) | 2
CCN(CC)S(=O)(=O)c1cccc2c(N(C)C)cccc12 | -9
CC1=C(C(=O)OC2CCCCCC2)C(c2cccc(O)c2)C2=C(CCCC2=O)N1 (stereo not drawn) | -3
Cc1cc(NC(=O)C(C)C)nc2c1c(=O)oc1ccccc12 | -115
C=CCSc1nnc2c(n1)OC(c1ccc([N+](=O)[O-])cc1)Nc1ccccc1-2 (stereo not drawn) | -41
Cc1cc(=S)cc(C)n1CCCO | -4&-2
O=[N+]([O-])c1cccc(C2CC(c3ccc(Br)cc3)Nc3ncnn32)c1 (stereo not drawn) | 0
CCOC(=O)c1c(N2C(=O)C3CC(C)=C(C)CC3C2=O)sc2c1CCCC2 (stereo not drawn) | -9
COc1ccccc1NC(=O)CSc1ccc2nnc(-c3cccnc3)n2n1 | -1
CCOC(=O)c1sc(=S)n(-c2ccccc2C)c1N | -4
O=C(CCCCCn1c(=S)[nH]c2cc3c(cc2c1=O)OCO3)NCc1ccccc1Cl | -18
O=C(O)CCn1c(SCCOc2ccccc2)nc2ccccc21 | -3
COc1ccc(OC)c(Nc2c3c(nc4ccc(Cl)cc24)CCCC3)c1 | 5
CCC(CC)C(=O)Nc1ccccc1NC(C)=O | 0
O=C(Cc1ccc(Br)cc1)N1CCCCCC1 | -5
CC(=O)N1CCc2cc(S(=O)(=O)NCCC3=CCCCC3)ccc21 | -3&0
CCC(=O)N1CCc2cc(S(=O)(=O)N(C)c3ccc(OC)cc3OC)ccc21 | -6
Cc1cc(NC(=O)c2ccc(NC(=O)CCS(=O)(=O)c3cccs3)cc2)ccc1Br | -12
O=C(NCCc1c[nH]c2ccccc12)Nc1ccccc1 | 3
O=c1[nH]nc(CSCc2ccccc2Cl)[nH]1 | 1
c1ccc(-c2nnc(CN3CCC4(CC3)OCCO4)o2)cc1 | 7
COc1ccc(C(=O)Nc2cc(-c3nc4cc(C)ccc4o3)ccc2Cl)cc1Cl | -81
COc1ccc(-c2ccc(Cc3nc(-c4ccc(OC)cc4)no3)cc2)cc1 | -8
Cc1cc(C)nc(N2CCC(C(=O)Nc3ccc4c(c3)OCO4)CC2)n1 | -5
O=S(=O)(Cc1nc2ccccc2s1)c1ccccc1 | 2
Cc1cc(C(=O)CN2C(=O)NC3(CCCc4ccccc43)C2=O)c(C)n1Cc1cccs1 (stereo not drawn) | 1
CCOc1ccc2nc(NCCCNS(=O)(=O)c3ccccc3)c(C#N)cc2c1 | 2

Molecules above that contain four or more nitrogen atoms (10):
SMILES | 14-3-3g Raf
CCN(CC)S(=O)(=O)c1ccc(C(=O)Nc2c3c(nn2-c2ccc(F)cc2)CSC3)cc1 | -1
N=c1c(C(=O)NCc2ccc(F)cc2)cc2c(=O)n3ccccc3nc2n1CCCN1CCOCC1 | -24
O=C(Nc1nccs1)c1ccc(CSc2nnnn2-c2ccccc2)cc1 | 2
O=C(CCNS(=O)(=O)c1cccc2nsnc12)NCC1COc2ccccc2O1 (stereo not drawn) | 2
CN1CCN(C2=Nc3cc(Cl)ccc3Nc3ccccc32)CC1 | -3&-5
C=CCSc1nnc2c(n1)OC(c1ccc([N+](=O)[O-])cc1)Nc1ccccc1-2 (stereo not drawn) | -41
O=[N+]([O-])c1cccc(C2CC(c3ccc(Br)cc3)Nc3ncnn32)c1 (stereo not drawn) | 0
COc1ccccc1NC(=O)CSc1ccc2nnc(-c3cccnc3)n2n1 | -1
Cc1cc(C)nc(N2CCC(C(=O)Nc3ccc4c(c3)OCO4)CC2)n1 | -5
CCOc1ccc2nc(NCCCNS(=O)(=O)c3ccccc3)c(C#N)cc2c1 | 2

Next part:
SMILES | 14-3-3g Raf
CCOC(=O)c1cnc2ccc(OCC)cc2c1Nc1ccc(C)cc1C | -4
COC(=O)c1c(NC(=O)c2ccc(S(=O)(=O)N(C)c3ccccc3)cc2)sc2c1CC(C)(C)NC2(C)C | -9
O=C(CCS(=O)(=O)c1ccccc1)Nc1nc2c(s1)COc1ccccc1-2 | -37
O=C(CN(Cc1ccccc1)S(=O)(=O)c1ccc(Br)cc1)Nc1ccccc1C(F)(F)F | 11
COc1ccc(C(=O)Nc2nnc(Cc3cccs3)s2)cc1OC | -15
O=[N+]([O-])c1cc2c(cc1C=Nc1ccc3oc(-c4ccccc4)nc3c1)OCO2 | -18
OCCNCCc1ccncc1 | -1
Cc1ccccc1NS(=O)(=O)c1ccc2[nH]c(=O)sc2c1 | 0
CCOC(=O)c1c(NC(=O)CN2C(=O)c3ccccc3C2=O)sc2c1CCC2 | -33
Cc1ccc(F)c(NC(=O)C2CCCCC2C(=O)O)c1 (stereo not drawn) | 4
CC(=O)C1=C(O)C(=O)N(CC(CC(=O)O)c2ccccc2)C1c1ccccc1F (stereo not drawn) | -3
O=C1c2ccc([N+](=O)[O-])cc2C(=O)N1CCC12CC3CC(CC(C3)C1)C2 | 12
CCOc1ccccc1C1C(C(=O)OC)=C(N)OC2=C1C(=O)CC(C)(C)C2 (stereo not drawn) | -1
CCOC(=O)Cn1c(=O)n(CC(=O)OCC)c2ccccc21 | -9
O=C(CN1CCOCC1)Nc1cccc([N+](=O)[O-])c1 | 3

Six entries drawn at random from the list so far, as already listed:
SMILES | 14-3-3g Raf
O=C(CCS(=O)(=O)c1ccccc1)Nc1nc2c(s1)COc1ccccc1-2 | -37
CCOC(=O)c1cnc2ccc(OCC)cc2c1Nc1ccc(C)cc1C | -4
CC(=O)C1=C(O)C(=O)N(CC(CC(=O)O)c2ccccc2)C1c1ccccc1F (stereo not drawn) | -3
Cc1ccccc1NS(=O)(=O)c1ccc2[nH]c(=O)sc2c1 | 0
O=C(CN(Cc1ccccc1)S(=O)(=O)c1ccc(Br)cc1)Nc1ccccc1C(F)(F)F | 11
CCOC(=O)c1c(NC(=O)CN2C(=O)c3ccccc3C2=O)sc2c1CCC2 | -33

The list continues.
SMILES | 14-3-3g Raf
CC(OC(=O)CN(C)S(=O)(=O)c1ccc(Cl)cc1)C(=O)Nc1ccc(N2CCOCC2)cc1 (stereo not drawn) | -6
CCN(CC)S(=O)(=O)c1ccc(C(=O)N=c2sc3c4ccccc4ccc3n2C)cc1 | 8
O=C(Nc1ccc(Br)cc1)c1cc(-c2ccc(Br)cc2)on1 | -21
CCCCOCC1CNC(=O)O1 (stereo not drawn) | -7
O=C(NC1CCCCC1)N1CCCCCCC1 | -7
O=C1OC(=Nc2cccc([N+](=O)[O-])c2)c2cccc3cccc1c23 | -24
Cc1nc2ccc(NC(=O)c3ccc(Cc4ccccc4)cc3)cc2s1 | 14
CCCC(=O)NC(Nc1ccc(S(=O)(=O)Nc2cc(C)on2)cc1)(C(=O)OCC)C(F)(F)F (stereo not drawn) | 2
COc1cc(OC)cc(-n2nc(C(=O)O)c3ccccc3c2=O)c1 | -3
Cc1nc2sc(C(c3ccc(Cl)cc3)N3CCN(CCO)CC3)c(O)n2n1 (stereo not drawn) | -2
COc1cc(-n2c(=O)c3ccccc3n(CC(=O)NCc3ccccc3Cl)c2=O)cc(OC)c1OC | -4
Cc1cc(C(=O)NCC2CCCO2)n(-c2ccccc2)n1 (stereo not drawn) | -2
CC1CCc2c(C(=O)N3CCN(S(=O)(=O)c4cccs4)CC3)csc2C1 (stereo not drawn) | 0
Cc1cc(C)n(C(=O)CNC(=O)C2COc3ccccc3O2)n1 (stereo not drawn) | 4
O=C(CSc1nnc(-c2cccnc2)n1Cc1ccco1)c1ccc(Br)cc1 | 9&-7
Cc1cccc(C)c1OCCCN1CCCCC1 | 3
CCN(CC)S(=O)(=O)c1cccc(-c2nnc(SCc3ncc(-c4ccccc4)o3)n2C)c1 | -5
COc1ccccc1NC(=O)CN1C(=O)NC(CC(C)C)C1=O (stereo not drawn) | -11
O=C(CCn1c(=S)[nH]c2cc3c(cc2c1=O)OCO3)NC1CCCCC1 | -4
Cc1cc(NS(=O)(=O)c2ccc(NC(=O)c3ccc([N+](=O)[O-])cc3)cc2)nc(C)n1 | -7
CCOc1ccc(NC(=O)c2ccc(S(=O)(=O)N3CCOCC3)cc2)cc1 | 8
COc1cc(NC(=O)c2nnn(Cc3ccc(SC)cc3)c2N)cc(OC)c1 | 3
Cn1c(=N)c(S(=O)(=O)c2ccc(Cl)cc2)cc2c(=O)n3ccccc3nc21 | -9
O=C(CSc1nc(Nc2ccccc2)nc(N2CCOCC2)n1)N1CCc2ccccc21 | -4
O=C(Nc1cnc2ccccc2c1)NC1(c2ccccc2)CC1 | 5
CS(=O)(=O)N(CC(=O)Nc1ccc2c(c1)OCO2)c1cc(C(F)(F)F)ccc1Cl | -13
O=C(NCCNc1ccc(Cl)cc1[N+](=O)[O-])C1CCCN1S(=O)(=O)c1ccc2ccccc2c1 (stereo not drawn) | 0
CN1C(=O)c2ccccc2C(C(=O)N2CCCCCC2)C1c1c[nH]c2ccccc12 (stereo not drawn) | 5
N#CC1(C#N)C(c2ccc(F)cc2)C(C(=O)C23CC4CC(CC(C4)C2)C3)N2C=Cc3ccccc3C21 (stereo not drawn) | -49
Cc1cccn2cc(CCNC(=O)c3ccc(Br)o3)nc12 | -3
O=C1CNc2c3ccccc3nc(=S)n21 | -79
CCC(=O)N1c2ccccc2NC2=C(C(=O)CC(c3ccccc3F)C2)C1c1ccc(C)cc1 (stereo not drawn) | -3
Cc1ccc(S(=O)(=O)N(CC(O)Cn2c3ccccc3c3ccccc32)c2cccc(C(N)=O)c2)cc1 (stereo not drawn) | 5
CCCCCn1c(SCc2cccc(C)c2)nc2c1c(=O)[nH]c(=O)n2C | -5&3
CCOC(=O)CSc1nc2c(sc3ccccc32)c(=O)n1Cc1ccco1 | 5
O=C(NCc1ccc(F)cc1)c1cc(=O)[nH]c2ccc(S(=O)(=O)N3CCCC3)cc12 | -5
Cc1cccc(C(=O)NCCc2nc3ccccc3n2C)c1 | -2
COC(=O)c1ccc(NC(=O)CSc2n[nH]c(-c3ccncc3)n2)cc1 | 10
CC12CCC(C(=O)Nc3nccs3)(CC1=O)C2(C)C (stereo not drawn) | -7
COc1cc(C2C(C(=O)c3ccco3)=C(O)C(=O)N2CC2CCCO2)ccc1O (stereo not drawn) | -31
Cc1cc2cc(CCNC(=O)c3ccc(Br)cc3)c(=O)[nH]c2cc1C | 13
CC1CCCC(N2CC(=O)N(Cc3ccccc3)C(c3ccc(F)cc3)C2=O)C1C (stereo not drawn) | 5
CCCCNS(=O)(=O)c1ccc2nc(SCC(=O)Nc3sccc3C#N)[nH]c2c1 | -28
COc1ccc(-c2nn(C)c(=O)c3ccccc23)cc1CNC(=O)CN1CCOCC1 | -6
COc1ccc(N(C(=O)C(C)C)S(=O)(=O)c2ccc3c(c2)n(C)c(=O)n3C)cc1 | -3
CCOc1ccccc1C(=O)NC(Nc1sc2c(c1C(=O)OC)CCCC2)(C(F)(F)F)C(F)(F)F | -8
Cn1c(NC(=O)c2ccc3c(c2)OCO3)cc(=O)n(C)c1=O | -1
COC1(OC)N=C(N)C2(C#N)C(c3cccc(Oc4ccccc4)c3)C12C#N (stereo not drawn) | -10
Cc1ccc(NC(=O)C2CCCN(S(=O)(=O)c3cccc4nsnc34)C2)cc1Cl (stereo not drawn) | -8
O=C(OCC(=O)c1ccccc1Br)c1ccc([N+](=O)[O-])cc1 | -7
CCOc1ccc(C(=O)NC2CCN(C(=O)NCc3ccccc3)CC2)cc1 | -8
Cc1onc(-c2ccccc2)c1C(=O)Nc1ccc(S(=O)(=O)N2CCCCC2)cc1 | 5
O=C(O)CCC(=O)N1N=C(c2ccc([N+](=O)[O-])cc2)CC1c1ccccc1Cl (stereo not drawn) | -4
CCCOc1cccc(C(=O)Nc2ccc3oc(-c4ccc5ccccc5c4)nc3c2)c1 | -45
CCc1ccc(NC(=O)Cn2c(=O)n(-c3ccc(Cl)cc3)c(=O)c3c(C)c(C(=O)N(C)C)sc32)cc1 | -5
COc1ccc(-n2c3c(cc(C(=O)NC4CCSC4=O)c2=O)C(=O)CC(C)(C)C3)cc1 (stereo not drawn) | -12&-4
COC(=O)c1ccc(NC2(C#N)C(=O)Nc3ccccc32)cc1 (stereo not drawn) | -3&-3
COc1ccc(OC)c(C2Oc3c(OC)cccc3C3CC(c4cccs4)=NN32)c1 (stereo not drawn) | 5
COc1cc(OC)cc(C(=O)N2CCC(N3CCCCCC3)CC2)c1 | -7
O=C(C1CCN(S(=O)(=O)c2cccc3cccnc23)CC1)N1CCN(C2CCCCC2)CC1 | -2
(next part)
SMILES | 14-3-3g Raf
CCC(=O)N[C@@H]1CC(C(C)(C)NC(=O)CC)CC=C1C (stereo partly drawn) | -7
Cc1cc([N+](=O)[O-])ccc1NC(=O)C1CC(=O)NC(=Nc2ccccc2)S1 (stereo not drawn) | 4
COc1ccc(S(=O)(=O)Nc2ccccc2C(=O)NCc2ccco2)cc1 | -12
OCC(C#CCN1CCCCC1)NCc1ccccc1 (stereo not drawn) | 3
